Fam108B inh = mouse Fam108B serine hydrolase inhibitors, primary screen, counter-screen for RBBP9 inhibitor project, biochemical, fluorescence polarization; AID 1947, 2009; inhibition, % at 9.51 µM; recombinant Fam108B, FP-Rh probe fluorescence polarization; 300,000 tested, 0.33% active;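 active = inhibition above the screen mean inhibition plus 3 SD, computed separately per campaign, cut at about 18% in these data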;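 note: inhibitors lower polarization as less probe binds the enzyme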
BCLXL inh = inhibitors of human Bcl-xL, primary screen, biochemical, fluorescence polarization, HTS; GST-Bcl-xL / FITC-Bim BH3 peptide fluorescence polarization; inhibition, % at 10.9 µM; AID 2129, 2009; 320,000 tested, 0.7% active;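 active = inhibition above the mean of all tested compounds plus 3 SD, cutoff set per campaign, cut at about 30% in these data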;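 note: 0% = DMSO wells and 100% = unlabeled Bim-BH3 peptide competitor; inhibitors lower millipolarization by displacing the labeled peptide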
Target sequence (Q07817 whole entry, looked up): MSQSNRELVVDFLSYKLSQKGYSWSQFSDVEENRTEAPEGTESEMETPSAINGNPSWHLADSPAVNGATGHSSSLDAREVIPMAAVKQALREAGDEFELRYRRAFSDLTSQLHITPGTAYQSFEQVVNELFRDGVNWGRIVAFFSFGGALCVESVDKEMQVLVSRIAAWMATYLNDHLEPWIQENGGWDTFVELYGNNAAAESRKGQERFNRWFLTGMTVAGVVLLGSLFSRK
Efflux pump mplx = inhibitors of Candida efflux pumps in yeast, primary screen, S. cerevisiae, Nile Red, multiplex. S. cerevisiae Candida pump triplex. inhibition, % at 10 µM. 330,000 tested, 0.44% active. AID 485275, 2010;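 active = plate passing quality check with inhibition over a set limit, or well fluorescence over plate mean plus 4 SD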;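 note: Nile Red retained in pooled yeast measured as flow cytometry median fluorescence; 0% = buffer negative control and 100% = Enniatin B positive control; higher means more Nile Red kept so more efflux inhibition; some compounds called inactive have numbers as strong as hits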
VLA-4 inh = inhibition in human VLA-4 binding assay, primary screen, VLA-4 allosteric modulator project, MLPCN library, flow cytometry, VLA-4 expressing cells; 330,000 tested, 0.2% active; Integrin alpha-4 (Homo sapiens), P13612; inhibition, % (about 7 µM as worked out from the volumes in the protocol); ligand binding flow cytometry; in the data active = inhibition above about 50%
MEX-5 binding = MEX-5 zinc finger RNA-binding disruptors – biochemical, C. elegans, fluorescence polarization, MLPCN library, primary screen; Zinc finger protein mex-5 (Caenorhabditis elegans), Q9XUB2; MEX-5/FITC-TCR2 RNA binding; hits give low values; activity score (negative = inhibition of binding), % at 10 µM; 300,000 tested, 0.38% active; AID 1832, 2009;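 active = inhibition past about -25% in most replicates, and total fluorescence under double the plate's negative control median, limit read from the data; inconclusive = replicates evenly split on the limit, or fluorescence at least double controls; inactive = too little inhibition in most replicates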;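 note: 0% = DMSO and -100% = 5 µM competing unlabeled TCR2 RNA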
GLD-1 RNA inh = GLD-1/TGE RNA complex disruptors, primary screen, biochemical, fluorescence polarization | Female germline-specific tumor suppressor gld-1 (Caenorhabditis elegans), Q17339 | purified GLD-1 + fluorescein TGE RNA | inhibition, % at 5.96 µM | 320,000 tested, 0.44% active | AID 2280, 2010;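 active = percent inhibition above a per-plate cutoff, the plate mean of test compounds plus 3 SD, cut at about 30% in these data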;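 note: 0% = DMSO wells with GLD-1 and probe and 100% = wells lacking GLD-1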
MCL1 BIM primary = inhibitors of MCL1 binding to BIM-BH3, primary screen, biochemical, fluorescence polarization; inhibition, % at 10.9 µM; AID 2057, 2009; GST-MCL1 / FITC-Bim-BH3 fluorescence polarization; Induced myeloid leukemia cell differentiation protein Mcl-1 (Homo sapiens), Q07820; 320,000 tested, 0.68% active;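 active = inhibition above the mean inhibition of all tested compounds plus 3 SD, set per campaign, cut at about 40% in these data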;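 note: 0% = DMSO wells and 100% = unlabeled Bim-BH3 peptide control; higher means more loss of mP so more displacement of Bim peptide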
PME-1 primary = PME-1 inhibitors via competitive probe labeling, primary screen, biochemical, fluorescence polarization, FP-Rh probe, HTS. Protein phosphatase methylesterase 1 (Homo sapiens), Q9Y570. inhibition, % at 5.9 µM. 320,000 tested, 0.53% active. recombinant PME-1;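 active = inhibition above the campaign mean of all compounds plus 3 SD, cut at about 26% in these data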;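 note: competitive labeling of PME-1 active site by serine hydrolase directed probe; 0% = PME-1 with DMSO and 100% = wells lacking PME-1 enzyme; inhibitors block probe labeling so polarization falls and inhibition rises; many of its hits are not listed in these tables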
GRK2 inh = compounds blocking aptamer binding on GRK2 – biochemical, human GRK2, bead flow cytometry, HTS, primary screen; FAM-aptamer displacement from GRK2; inhibition of aptamer binding, % at 10 µM; 330,000 tested, 0.59% active;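 active = inhibition of aptamer binding above 40%, roughly 3 SD of noise, on plates passing a quality check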;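 note: median bead fluorescence of bound FAM aptamer so fluorescent compounds give negative values; no value below 0 was filed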
Target sequence (P25098 whole entry, looked up): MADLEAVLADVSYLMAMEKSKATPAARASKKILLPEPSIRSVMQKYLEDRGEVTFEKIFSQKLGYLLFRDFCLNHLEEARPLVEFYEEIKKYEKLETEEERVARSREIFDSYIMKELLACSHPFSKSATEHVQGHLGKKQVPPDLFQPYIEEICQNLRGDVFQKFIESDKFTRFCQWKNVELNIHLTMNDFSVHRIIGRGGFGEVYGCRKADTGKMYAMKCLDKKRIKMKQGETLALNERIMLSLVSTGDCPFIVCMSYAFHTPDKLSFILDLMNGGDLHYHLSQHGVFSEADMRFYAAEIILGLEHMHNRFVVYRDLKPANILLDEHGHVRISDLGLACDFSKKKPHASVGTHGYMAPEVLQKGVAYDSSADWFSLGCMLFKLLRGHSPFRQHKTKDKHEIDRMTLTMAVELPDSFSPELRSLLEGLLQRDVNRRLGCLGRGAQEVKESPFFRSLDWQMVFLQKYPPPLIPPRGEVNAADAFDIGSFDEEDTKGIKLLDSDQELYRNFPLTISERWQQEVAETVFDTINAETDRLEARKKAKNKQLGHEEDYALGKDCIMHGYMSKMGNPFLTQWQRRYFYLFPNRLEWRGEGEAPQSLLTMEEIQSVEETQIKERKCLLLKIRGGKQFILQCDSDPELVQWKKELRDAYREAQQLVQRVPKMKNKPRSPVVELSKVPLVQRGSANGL
An asterisk follows results filed as active; u = inconclusive; x = no result given. Only part of the results is shown. The share of hits here may be higher or lower than overall.

SMILES	Fam108B inh	BCLXL inh	Efflux pump mplx	VLA-4 inh	MEX-5 binding	GLD-1 RNA inh	MCL1 BIM primary	PME-1 primary	GRK2 inh
Cc1ccc(SCc2ccc(C(=O)Nc3cccnc3)cc2)cc1	-4	-12	-0.4	4	-0.3	4	-24	-9	2
Cc1csc(=O)n1CCC(=O)OCc1nnc(-c2ccc([N+](=O)[O-])cc2)o1	x	3	-0.3	7	x	2	1	0	1
Cc1cc(C)cc(NC(=O)Cn2nnc(C(=O)NCc3ccco3)c2N)c1	-3	5	0.1	15	-2.8	-1	9	7	0
COc1cc2c(cc1OC)CN(CC(=O)NC(=O)NC(C)(C)C)CC2	4	-3	-0.1	4	-0.5	6	-3	-9	0
CCCc1cc(=O)n2nc(N3CCC(C(=O)N4CCN(c5cccc(OC)c5)CC4)CC3)sc2n1	5	9	-0.4	-11	1.4	1	4	-4	0
Cc1ccc(-c2ccc(CCC(=O)O)n2NC(=O)c2ccc([N+](=O)[O-])cc2)cc1	1	5	0.2	2	1.6	3	3	1	4
Cc1ccc(C)c(N(C(=O)c2csnn2)C(C(=O)NC2CCCC2)c2ccncc2)c1 (stereo not given)	4	-3	-0.1	17	0.7	-1	-3	-3	0
O=C(NCC1CCCCC1)C1(CC2CC(c3cccc(Br)c3)=NO2)CCNCC1 (stereo not given)	-4	5	-0.1	21	1.1	2	11	-1	0
Cc1cc(N2CCCC(C(=O)Nc3cccc4ccccc34)C2)n2ncnc2n1 (stereo not given)	3	1	0.0	2	1.9	6	-7	13	3
Cc1sc2ncnc(N3CCC(C)CC3)c2c1C	1	7	0.0	-10	-0.5	-11	1	-13	0
Cc1ccc2cc(CN(Cc3ccco3)C(=S)NCC3CCCO3)c(=O)[nH]c2c1C (stereo not given)	6	6	-0.7	-4	1.5	1	19	9	2
O=C(CSc1nnc(CNC(=O)c2ccccc2)o1)NCc1ccc2c(c1)OCO2	1	4	-0.1	-14	0.4	-3	-3	0	0
CCOC(=O)/C=C/c1ccc2oc3ccccc3c(=O)c2c1	-3	-7	0.1	2	-13	1	-11	-10	2
CCCCC1=NN(C(=O)c2cocc2C)C(O)(C(F)(F)F)C1 (stereo not given)	7	4	-0.1	6	-4.9	-2	9	-1	2
O=C(c1ccc2ccccc2c1)C1CCCN(C(=O)c2cccnc2)C1 (stereo not given)	x	x	0.0	-11	1.7	x	x	x	0
O=C(OCc1ccccn1)c1ccc(COc2ccccc2Cl)o1	-1	-2	0.0	14	1.4	1	-2	1	0
O=C(NCc1ccc(F)cc1)C(Cc1ccccc1)n1cccc1 (stereo not given)	-1	-2	-0.2	-4	-1.1	4	6	2	0
CCCCN1CC(=O)N2[C@H]3c4cc(Br)ccc4OC[C@@H]3[C@H](C(=O)OCC)[C@]2(C)C1=O	x	0	0.1	16	x	-6	2	5	0
Cc1cc(NC(=O)C(C)SCC(=O)OCc2c(Cl)cccc2Cl)no1 (stereo not given)	0	-1	0.0	4	-1.3	-4	-1	7	6
C/C(=N\N=C(N)N)c1ccc(Cl)cc1Cl	3	11	0.1	4	-4.5	3	12	4	0
COc1ccc(N2CCN(C(=O)COC(=O)c3ccc(C)o3)CC2)cc1	2	2	0.0	34	1.7	4	10	3	4
NC1=NC[C@H](Cc2ccc(O)cc2)N1CC1CCCCC1	4	-1	-0.1	12	-5.2	-5	-3	3	0
CCN(CC)C(=O)CSc1nnc(-c2ccccc2)c(-c2ccccc2)n1	9	0	0.0	3	2.7	-5	1	3	2
CCN(CC)c1ccc(NC(=O)c2cccnc2)c(C)c1	2	6	0.4	4	1.8	7	8	-2	0
Cn1nnc(NC(=S)NC(=O)c2cc(Cl)ccc2Cl)n1	4	9	0.0	9	-1.6	-1	13	-1	0
CCC(=O)NCCc1cc2ccc(C)c(C)c2[nH]c1=O	0	3	0.0	27	-1.2	0	5	4	0
O=c1cc(OCc2ccccc2)cc[nH]1	x	7	-0.2	35	x	5	3	-2	43*
COc1ccc(CN(C(=O)c2snc(C(N)=O)c2N)C(C(=O)NC2CCCC2)c2cc(OC)ccc2OC)cc1 (stereo not given)	0	-6	0.5	5	-0.3	9	-7	3	6
O=S(=O)(NC1CCCCC1)c1ccc(S(=O)(=O)N2CCN3CCCC3C2)cc1 (stereo not given)	-3	0	-0.1	12	-1.0	5	8	2	3
Cc1nc(N)sc1C(=O)N/N=C/c1ccc([N+](=O)[O-])cc1	1	6	0.2	3	-0.8	6	5	1	0
Cc1ccc(-c2nc(NCc3ccco3)c3ccccc3n2)cc1	-13	2	0.1	-8	-0.7	0	6	-9	0
Cc1ccc(C(=O)N/C(=C/c2ccc(Cl)cc2)C(=O)N2CCOCC2)cc1	-2	1	0.2	0	1.3	2	5	-5	0
CCNC(=O)N(C)C[C@H]1N[C@@](C)(C(=O)OC)[C@H]2C(=O)N(Cc3ccccc3)C(=O)[C@@H]12	x	x	0.1	-5	x	5	x	x	3
COc1cc(C2C3=C(CCCC3=O)Nc3[nH]n(-c4ccccc4)c(=O)c32)cc(OC)c1OC (stereo not given)	0	-5	0.5	0	-1.1	-7	0	-7	1
CCNc1ccc(C(=O)OCC)cc1NC(=O)c1cccc(S(=O)(=O)N(C)c2ccccc2)c1	1	5	0.0	13	-0.2	1	3	8	2
COC(=O)c1ccc(S(=O)(=O)N2CCCCCC2)n1C	-4	7	0.3	-3	0.6	4	10	1	2
CC(C)(C)OC(=O)NCCCCCc1nnc(SCC(=O)Nc2cccc(Cl)c2)o1	-7	7	-0.1	7	0.8	10	2	-2	3
Cc1ccc(SCc2cc(=O)[nH]c(/N=C(\N)Nc3cccc4ccccc34)n2)cc1	0	1	-0.1	-5	2.1	1	3	3	1
COc1ccc(N=C2SC(C(=O)N3CCN(c4ccccc4)CC3)CC(=O)N2C)cc1 (stereo not given)	-3	5	0.1	17	-0.1	4	1	-3	3
Brc1ccc(C2=Nc3cccc4cccc(c34)N2)o1	19*	20	-0.1	9	-0.5	0	41*	3	4
Cc1cc(C[n+]2ncsc2N)c2ncccc2c1	-1	12	-0.1	-8	2.2	1	6	-4	0
Cc1ccc(NC(=O)Cn2ncn3c(cc4ccccc43)c2=O)c(C)c1	-7	-4	0.1	10	4.4	-7	-4	-9	0
N#Cc1ccccc1OCC(=O)OCCCOC(=O)COc1ccccc1C#N	3	6	0.0	-6	-3.8	1	1	8	3
CCOc1ccc(-c2c(=O)n(O)c3ccccc3[n+]2[O-])cc1	3	-2	0.0	6	-3.8	-6	-6	0	0
COc1ccc(OC)c(Nc2nc(N)c([N+](=O)[O-])c(NC3CCCCC3)n2)c1	-3	2	0.0	4	-0.7	0	9	3	0
CN(c1ccc(C(=O)N2CCN(Cc3ccccc3)CC2)cc1)S(=O)(=O)c1ccc(Cl)cc1	-2	5	-2.2	19	0.5	1	10	11	0
Cc1ccc2nc(SCC(=O)Nc3ccc(Cl)cc3)nc(=O)n2c1	1	0	0.0	-2	-2.6	-2	-3	3	2
Cc1ccc(C)n1/N=C1/NC(=O)CS1	1	18	0.0	3	0.8	17	24	-9	13
O=C(NCCN1CCOCC1)/C(=C\c1ccc(F)cc1)NC(=O)c1ccccc1	-1	0	0.0	6	3.5	4	5	2	0
CCOC(=O)c1ccccc1NC(=O)COC(=O)CSC(C)C(=O)Nc1cc(C)on1 (stereo not given)	-7	1	0.2	12	1.0	5	0	6	5
The listing continues.
SMILES	Fam108B inh	BCLXL inh	Efflux pump mplx	VLA-4 inh	MEX-5 binding	GLD-1 RNA inh	MCL1 BIM primary	PME-1 primary	GRK2 inh
O=C(O)CCCCCN1C(=O)C2CCCCC2C1=O (stereo not given)	-2	5	0.0	0	1.3	1	-1	6	0
O=C(O)CSc1nc(SCc2ccccc2Cl)nc2c1CCCC2	3	3	0.0	19	-0.6	-2	1	-4	0
CCCC1(c2ccccc2)NC(=O)N(CC(=O)Nc2cc(C)on2)C1=O (stereo not given)	2	1	-0.1	7	-2.5	-1	3	0	0
COc1cccc(C(=O)NNc2nc(C)cc(C)n2)c1	0	4	-0.2	7	u	-6	-1	1	2
O=c1[nH]c2ccc(Cl)cc2c(-c2ccccc2)c1N1CCOCC1	-1	-1	0.7	14	-1.9	2	2	4	0
C=CCn1c(SCc2cc(=O)n3ccsc3n2)nc2scc(C3CC3)c2c1=O	-6	4	0.0	23	-0.8	-4	7	5	0
C#CCOc1ccc(/C=C2/C(=O)N(c3cccc(C(=O)O)c3)N=C2C)cc1OC	2	4	0.2	5	-4.5	7	8	3	0
Cn1c(=O)c(=O)n(C)c2cc(N3CCOCC3)c(NS(=O)(=O)c3ccc(Br)cc3)cc21	2	7	-0.2	13	0.4	1	12	15	0
Cc1ccc2cc(CN(C(=O)C3CCCO3)C3CCCCC3)c(=O)[nH]c2c1 (stereo not given)	9	1	0.3	11	1.1	-6	5	2	3
Cc1nn(CC(=O)N(C)C)c(=O)c2ccccc12	1	6	-0.2	-3	2.8	2	5	-1	0
COc1ccc(Cl)cc1C(=O)NNC(=O)C1COc2ccccc2O1 (stereo not given)	2	-9	0.0	0	0.0	1	-2	3	0
C=CCNC(=O)COc1ccc(N(C)S(=O)(=O)c2ccc(NC(C)=O)cc2)cc1	1	7	-0.1	0	1.8	9	6	0	0
Cc1ccc2c(CC(=O)O)coc2c1C	-1	7	-0.1	-7	3.1	2	4	-8	1
O=C(CCC(=O)N1CCN(S(=O)(=O)c2ccc(Cl)cc2)CC1)Nc1cccc(Br)c1	3	-7	-0.4	-2	-0.3	-1	-13	8	0
CC12C(=O)N(c3ccccc3)C(=O)C1C(c1ccccc1)N1CCCN12 (stereo not given)	0	6	0.0	6	-0.5	8	3	-5	0
COc1ccc(C(=O)Nc2cc(C)nn2-c2nc3ccccc3[nH]2)c(OC)c1	-14	-1	0.1	17	0.7	3	-2	-16	0
Cc1ccccc1N1CCN(C(=S)c2ccccc2)CC1	2	5	-0.1	-12	2.4	1	2	1	0
Oc1ccc(-c2nccc(-c3ccc(F)cc3)n2)cc1	-4	4	0.1	-6	-1.5	1	0	-7	1
Cc1ccc(S(=O)(=O)NC(=O)Nc2ccc(Cl)cn2)cc1	-4	4	-0.2	-22	-1.3	1	10	-6	1
Nc1nnnn1/N=C/c1ccccc1C(F)(F)F	-1	2	0.0	6	5.6	6	1	2	0
COc1ccc(/C=C2\Oc3cc(OCC(=O)N4CCC[C@H]4C(=O)O)ccc3C2=O)cc1OC	3	-1	0.0	-4	5.4	-20	-8	0	3
